# FLuc modulator: firefly luciferase modulation, counter-screen for miR-21 project | P08659 | 6.9% of 360,000 active | AID 588342 | purified FLuc, Km substrates, luminescence inhibition | Potency, µM (series often up to 57.5 µM), for inactives: at the top dose activity change, negative = inhibition, actives largely listed as inhibitors;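 also: plate controls were vehicle for no effect and reference inhibitor for full effect; nearly all actives have a fitted effect of over 55% in size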
#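 Purified P. pyralis luciferase (10nM final) with 10uM D-luciferin and 10uM ATP (Km levels) in 50mM Tris acetate pH 7.5, 10mM Mg acetate, 0.01% Tween-20, 0.05% BSA; qHTS 6-point titration, ~60 µM downward; luminescence read.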
# NPC1 promoter act: NPC1 promoter activation; Huh7 NPC1 promoter luciferase reporter, 24 h; Potency, µM (highest dose often 9.22 µM), inactives show at the top dose activation, actives largely listed as activators; 2.4% of 320,000 active;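 also: % of control where 0% means no effect; nearly all actives have a fitted effect of over 60% in size; reporter is driven by a mutant NPC1 promoter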
#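 In 1536-well qHTS, Huh7 cells harboring an NPC1 promoter–luciferase construct received compound for 24 h; activation was quantified by luminescence following luciferase reagent addition.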
# Rab9 prom act: Rab9 promoter activation; Potency, µM (doses to about 9.22 µM), inactives show at the top dose activation, negative = inhibition, actives largely listed as activators; Huh7 Rab9 promoter-luciferase reporter, luminescence, 24 h; 2.8% of 320,000 active; also: % of control where 0% means no effect; nearly all actives have a fitted effect of over 60% in size
#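 Measured in stably transfected Huh7 cells bearing a Rab9 promoter–luciferase construct: 24 h compound treatment at 37 °C, followed by luminescence detection.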
# MBNL1-CUG inh: inhibitors of human MBNL1 binding to CUG repeat RNA. Potency, µM (highest dose often 57.5 µM), without a hit: top-dose activity change, negative = inhibition, usual class: inhibitors. Q9NR56. AID 2675. 0.036% of 280,000 active. TR-FRET MBNL1-His/biotin-(CUG)12 binding, 665/545 ratio; active = well fitted inhibition curve with a large enough effect in the signal ratio, with a control signal flat, not every such curve was filed as active; inconclusive = small, poorly fitted or top-dose-only effect, or effect the other way, or a change in a side signal; inactive = no such curve, though single readings can be large or run the other way; the % refers to the signal ratio; also: % is scaled to controls: 0 for no effect and ±100 for the full control effect
# Target sequence (Q9NR56 whole entry, looked up): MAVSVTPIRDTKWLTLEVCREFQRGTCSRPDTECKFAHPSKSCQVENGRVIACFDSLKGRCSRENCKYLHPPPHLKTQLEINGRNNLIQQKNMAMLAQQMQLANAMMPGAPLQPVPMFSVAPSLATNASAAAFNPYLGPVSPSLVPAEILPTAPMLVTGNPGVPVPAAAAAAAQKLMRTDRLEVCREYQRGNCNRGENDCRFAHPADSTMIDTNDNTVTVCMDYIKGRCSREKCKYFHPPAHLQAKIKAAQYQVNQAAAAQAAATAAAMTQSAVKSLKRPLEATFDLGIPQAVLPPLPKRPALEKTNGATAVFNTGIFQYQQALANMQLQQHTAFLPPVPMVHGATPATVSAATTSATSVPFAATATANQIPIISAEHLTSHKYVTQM
#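 Inhibition of protein-RNA binding appears as loss of TR-FRET between terbium anti-His antibody on MBNL1-His and streptavidin-XL665 on biotin-(CUG)12. Activity is normalized to buffer-only and uninhibited-complex controls.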
# p53 reactivator: mutant p53 re-activation in reporter cells; H1299 p53-A138V BP100-luciferase reporter, luminescence, 24 h; Potency, µM (top dose mostly 92.2 µM), inactives show at the highest dose activity change, positive = activation, actives largely listed as activators; 0.063% of 320,000 active; AID 504706; also: % of control where 0% means no effect; nearly all actives have a fitted effect of over 45% in size
#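 H1299 (p53-null), stable ts p53-A138V + BP100-Luc; 1000 cells/well, Opti-MEM/10% FBS; cpd 4 pt, 1:5; 24 h, 37 deg C, 5% CO2; detection reagent 10 min RT; luminescence.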
# MLL CXXC-DNA inh: blocks binding of human MLL CXXC domain to DNA | Q03164 | MLL-CXXC / FITC-HOXA9 DNA fluorescence polarization | Potency, µM (series often up to 115 µM), inactives show top-dose activity change, negative = inhibition, most hits filed as inhibitors | 0.037% of 290,000 active; active = well fitted inhibition curve with a large enough effect in the polarisation, with a control signal flat, not every such curve was filed as active; inconclusive = small, poorly fitted or top-dose-only effect, or effect the other way, or a change in a side signal; inactive = no such curve, though single readings can be large or run the other way; the % refers to the polarisation
#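 Fluorescence polarization: 7 uM MLL-CXXC (stock) preincubated 5 min with compounds, then 50 nM fluorescein-HOX-A9 DNA (stock) added; 30 min ambient. Buffer 50 mM Tris-HCl pH 7.5, 50 mM NaCl, 1 mM DTT, 0.05% BSA.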
# uPA generation: inhibitors of cell surface uPA generation | cell surface uPA generation assay, qHTS | Potency, µM (top dose mostly 38.3 µM), for the others: at the top dose activity change, negative = inhibition, hits mostly inhibitors | 0.31% of 330,000 active | AID 540303; active = well fitted inhibition curve with a large enough effect; inconclusive = small, poorly fitted or top-dose-only effect; inactive = no such curve, though single readings can be large or run the other way; tested in mouse RAW 264.7 cells; also: % is scaled to controls: 0 for no effect and ±100 for the full control effect; nearly all actives have a fitted effect of over 55% in size
# BRCA1 expr act: BRCA1 expression activation; Potency, µM (titrated, usually from 46.1 µM), without a hit: top-dose activation, usual class: activators; AID 624202; 1.1% of 380,000 active; MCF7-BRCA1-FFLuc reporter, luminescence, 48 h; response scale: scaled: vehicle 0%, 10 µM genistein 100%; also: nearly all actives have a fitted effect of over 80% in size; some results filed as inactive show a strong effect at the top dose
#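 MCF7-BRCA1-FFLuc, 2000 cells/well; 2 h attach, 37 °C/5% CO2; compound 48 h; luciferase substrate 15 min; luminescence end-point. Norm. to genistein 10 microM max activation and DMSO; concentration-response curves fitted.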
# VP16 counter: counter-screen for ROR gamma inhibitors: Gal4-VP16 reporter; AID 2546; Potency, µM (doses to about 53.6 µM), for the others: at the top dose activity, negative = inhibition, most hits filed as inhibitors; Drosophila S2 Gal4-VP16 UAS-luciferase, luminescence, 20 h; 3.5% of 310,000 active;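 also: Gal4-VP16 expression switched on by copper sulfate through the metallothionein promoter; % is scaled to controls: 0 for no effect and ±100 for the full control effect; nearly all actives have a fitted effect of over 50% in size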
# RORg inh: blocks mouse ROR gamma transcriptional activity; Potency, µM (highest dose often 53.6 µM), without a hit: at the highest dose activity change, negative = inhibition, usual class: inhibitors; AID 2551; P51450; 5.4% of 310,000 active; Drosophila S2 Gal4-RORgamma UAS-luciferase reporter, 20 h; also: % is scaled to controls: 0 for no effect and ±100 for the full control effect; nearly all actives have a fitted effect of over 60% in size
# Target sequence (P51450 whole entry, looked up, the tested form may be a part): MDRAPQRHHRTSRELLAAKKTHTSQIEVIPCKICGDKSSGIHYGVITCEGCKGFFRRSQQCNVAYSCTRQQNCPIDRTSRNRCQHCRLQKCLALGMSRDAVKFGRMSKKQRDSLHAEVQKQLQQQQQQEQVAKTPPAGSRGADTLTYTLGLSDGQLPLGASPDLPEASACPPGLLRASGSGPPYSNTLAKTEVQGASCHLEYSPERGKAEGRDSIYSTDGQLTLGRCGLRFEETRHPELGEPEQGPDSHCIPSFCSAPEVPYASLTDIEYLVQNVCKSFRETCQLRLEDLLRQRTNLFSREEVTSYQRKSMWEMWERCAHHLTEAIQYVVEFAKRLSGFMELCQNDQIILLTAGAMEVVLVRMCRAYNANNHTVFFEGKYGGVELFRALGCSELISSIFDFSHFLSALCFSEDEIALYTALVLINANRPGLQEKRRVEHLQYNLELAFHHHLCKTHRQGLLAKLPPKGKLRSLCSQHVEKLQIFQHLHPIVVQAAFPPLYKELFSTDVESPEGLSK
#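 Stable Schneider cell line, Gal4 DNA-binding domain fused to ROR gamma, UAS-luciferase. Cmpd 1 hr RT → CuSO4 700 uM final → 20 hr RT → luciferase reagent 10 min → luminescence.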
# ELG1 genotox: induces genotoxicity in HEK293T cells with luciferase-tagged ELG1; HEK293T ELG1-luciferase reporter, luminescence, 16 h; Potency, µM (titrated, usually from 46 µM), for the others: top-dose activity change, positive = activation, hits mostly activators; 1.3% of 330,000 active; also: % of control where 0% means no effect; nearly all actives have a fitted effect of over 60% in size
#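 Step 1: seed 2,000 HEK293T ELG1-luciferase cells per well. Step 2: add compound or DMSO, incubate 16 hr at 37 °C. Step 3: ONE-Glo, 30 min at room temperature, read luminescence.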
# Starred values were filed as active, the others as inactive; ? = inconclusive; nt = not tested or not shown; [ ] = another dose, or the depositor's remark. Unless noted, calls follow the shape of the dose curve; as a rule, active = well fitted curve in the direction sought with a large enough effect; inconclusive = small, poorly fitted or top-dose-only effect, or another doubt; inactive = no such curve, though single readings can be large; an effect the other way counts as inactive or inconclusive. Potency is read from the fitted curve at half-maximal effect. Not all compounds are listed, so the mix of outcomes need not match the whole.
SMILES,FLuc modulator,NPC1 promoter act,Rab9 prom act,MBNL1-CUG inh,p53 reactivator,MLL CXXC-DNA inh,uPA generation,BRCA1 expr act,VP16 counter,RORg inh,ELG1 genotox
Cc1c(-c2ccc(F)cc2)[n+](=O)c(-c2ccc(F)cc2)c(C)n1[O-],2%,7%,-3%,8%,-2%,7%,2%,10%,1%,-1%,3%
O=C(Nc1cccc(Cl)c1)N(Cc1nc2ccccc2c(=O)[nH]1)C1CCCC1,-12%,4%,7%,-11%,?,-1%,8%,1%,?,14µM*,5%
COc1cc(C(=O)OCC(=O)N(CC(C)C)C2CCS(=O)(=O)C2)ccc1OCC(C)C (configuration not stated),-2%,-3%,1%,nt,-1%,nt,1%,9%,nt,nt,1%
COc1ccc(C2C(C(=O)N3CCN(c4ccccc4F)CC3)c3ccccc3C(=O)N2C)cc1 (configuration not stated),2%,-7%,-1%,-3%,-25%,-2%,4%,-20%,2%,-25%,-22%
CC(C)C(=O)Nc1ccc(S(=O)(=O)Nc2ccccn2)cc1,-3%,-5%,-3%,-8%,7%,6%,-2%,3%,-14%,?,-3%
O=C(NCCN1CCN(c2ccccc2)CC1)C1(S(=O)(=O)c2ccc(Cl)cc2)CC1,1%,-3%,-7%,-12%,-1%,2%,10%,-22%,-1%,-2%,-2%
COc1ccc(N(CC(=O)Nc2ccc(S(=O)(=O)N3CCCC3)cc2)S(C)(=O)=O)cc1OC,3%,0%,-3%,8%,-5%,-9%,3%,0%,?,28%,2%
COc1cccc(OC)c1C(=O)Nc1ccnn1C,1%,2%,-3%,-15%,-5%,-10%,2%,-1%,8%,2%,0%
CC(=O)c1c(C)n(-c2ccccc2)c2ccc(OCC(N)=O)cc12,5%,-4%,-10%,1%,2%,-13%,-5%,-22%,4%,-10%,9%
O=[N+]([O-])c1c(NCCO)cc(N2CCCCC2)c2nonc12,-2%,-14%,-20%,?,0%,2%,-2%,-7%,-1%,33%,2%
O=C(CSCC(=O)OCC(=O)c1ccc(Br)cc1)Nc1ccc(Br)cc1,17µM*,-5%,-8%,-7%,5%,18%,3%,3%,-10%,-3%,2%
Cn1cccc1C(=O)N/N=C/c1c(Cl)cccc1Cl,11µM*,2.5µM*,2.8µM*,2%,?,11%,-5%,6.3µM*,1%,-20%,16µM*

# Some of the entries so far, with values under each structure.
# Results follow in this order: FLuc modulator	NPC1 promoter act	Rab9 prom act	MBNL1-CUG inh	p53 reactivator	MLL CXXC-DNA inh	uPA generation	BRCA1 expr act	VP16 counter	RORg inh	ELG1 genotox
> COc1cc(C(=O)OCC(=O)N(CC(C)C)C2CCS(=O)(=O)C2)ccc1OCC(C)C (configuration not stated)
→ -2%	-3%	1%	nt	-1%	nt	1%	9%	nt	nt	1%
> COc1ccc(C2C(C(=O)N3CCN(c4ccccc4F)CC3)c3ccccc3C(=O)N2C)cc1 (configuration not stated)
→ 2%	-7%	-1%	-3%	-25%	-2%	4%	-20%	2%	-25%	-22%
> CC(C)C(=O)Nc1ccc(S(=O)(=O)Nc2ccccn2)cc1
→ -3%	-5%	-3%	-8%	7%	6%	-2%	3%	-14%	?	-3%
> O=C(NCCN1CCN(c2ccccc2)CC1)C1(S(=O)(=O)c2ccc(Cl)cc2)CC1
→ 1%	-3%	-7%	-12%	-1%	2%	10%	-22%	-1%	-2%	-2%
> COc1ccc(N(CC(=O)Nc2ccc(S(=O)(=O)N3CCCC3)cc2)S(C)(=O)=O)cc1OC
→ 3%	0%	-3%	8%	-5%	-9%	3%	0%	?	28%	2%
> COc1cccc(OC)c1C(=O)Nc1ccnn1C
→ 1%	2%	-3%	-15%	-5%	-10%	2%	-1%	8%	2%	0%
> CC(=O)c1c(C)n(-c2ccccc2)c2ccc(OCC(N)=O)cc12
→ 5%	-4%	-10%	1%	2%	-13%	-5%	-22%	4%	-10%	9%
> O=[N+]([O-])c1c(NCCO)cc(N2CCCCC2)c2nonc12
→ -2%	-14%	-20%	?	0%	2%	-2%	-7%	-1%	33%	2%
> O=C(CSCC(=O)OCC(=O)c1ccc(Br)cc1)Nc1ccc(Br)cc1
→ 17µM*	-5%	-8%	-7%	5%	18%	3%	3%	-10%	-3%	2%
> Cn1cccc1C(=O)N/N=C/c1c(Cl)cccc1Cl
→ 11µM*	2.5µM*	2.8µM*	2%	?	11%	-5%	6.3µM*	1%	-20%	16µM*

# Following part
SMILES,FLuc modulator,NPC1 promoter act,Rab9 prom act,MBNL1-CUG inh,p53 reactivator,MLL CXXC-DNA inh,uPA generation,BRCA1 expr act,VP16 counter,RORg inh,ELG1 genotox
CC(NS(=O)(=O)c1ccc(Br)cc1)C(N)=O (configuration not stated),-1%,-4%,-1%,-1%,1%,-5%,nt,0%,nt,-17%[0.365 µM],0%
CCOC(=O)N1CCN(C(=O)c2ccc(N3CC4CC(C3)c3cccc(=O)n3C4)c(NC(=O)c3ccc(F)cc3)c2)CC1 (configuration not stated),-1%,-6%,-4%,-4%,0%,9%,3%,-3%,-4%,2%,0%
NNC(=O)c1cnn(-c2ccccc2)c1-n1cccc1,4%,0%,-9%,-23%,-3%,-10%,-2%,-10%,1%,-10%,5%
COc1cc(S(=O)(=O)Nc2ccc(C)cc2)ccc1NC(=O)c1ccncc1,-1%,0%,1%,-15%,-16%,-4%,-2%,-15%,-13%,19%,1%
COc1ccc(/C=N/NC(=O)c2ccncc2)cc1CN1CCCc2ccccc21,-1%,0%,-6%,9%,5%,11%,0%,-30%,0%,11µM*,-6%
COc1ccc(NC(=O)CNS(=O)(=O)c2ccc3nc(C)sc3c2)c(OC)c1,0%,0%,-8%,5%,2%,5%,8%,-1%,0%,0%,3%
CCOc1cc(C2NC(=O)NC(O)(C(F)(F)F)C2C(=O)c2ccc(Cl)cc2)ccc1O (configuration not stated),-1%,5%,12%,-8%,3%,-5%,2%,1%,0%,24%,1%

# Screening results deposited in PubChem by National Center for Advancing Translational Sciences (NCATS).
